# Assay outcomes deposited in PubChem BioAssay by several laboratories.
# PfM18AAP inh: PfM18AAP enzyme inhibition. recombinant PfM18AAP, H-Glu-NHMec fluorogenic cleavage. inhibition, % at 7.35 µM. 290,000 tested, 1.2% active;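 active = inhibition above the campaign mean inhibition over all tested compounds plus 3 SD, cut at about 28% in these data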;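 note: 0% = plate median of test compound wells and 100% = 2 mM ZnCl2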
# IMP-1 inh: inhibitors of Pseudomonas aeruginosa IMP-1 metallo-beta-lactamase; purified IMP-1, nitrocefin hydrolysis, epi-absorbance fluorescence; inhibition, % at 5.6 µM; 290,000 tested, 0.45% active; AID 1556;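 active = inhibition above the mean plus 3 SD of all compounds in the same screening run, cut at about 4.5% in these data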;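 note: 0% = IMP-1 with DMSO and 100% = DMSO wells lacking enzyme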
#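 system = purified recombinant IMP-1 beta-lactamase | amount = 0.2 nM IMP-1, as dispensed | medium = HEPES buffer pH 7.1 with ZnSO4 and Brij 35 | times = 25 °C, 15 min preincubation, 25 min reaction | detection = plate fluorescence quenching by hydrolysis product, ex 480/em 530 nm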
# pCIP destab: compounds decreasing mouse p/CIP protein stability. Q05BA5. F442A p/CIP-EGFP cells, EGFP fluorescence, 16 h. decrease of EGFP signal, % at 10 µM. 290,000 tested, 0.01% active. AID 1984;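 active = EGFP signal decrease of at least 30% at 10 µM or well 3 SD below plate mean, unless failing retest; inactive = the rest, including hits failing retest or dose response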; note: some compounds called inactive have numbers as strong as hits; many of its hits are not listed in these tables
# DNA FID counter: displaces DNA intercalator in HCV helicase counter-screen | DNA fluorescent intercalator displacement, fluorescence | inhibition, % at 7.9 µM | 290,000 tested, 0.17% active; in the data active = inhibition above about 37%;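 note: 0% = vehicle and 100% = reference compound; higher means more ethidium bromide displaced from hairpin DNA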
# IDE cell activ: boosts human insulin-degrading enzyme activity in HEK cells. P14735. FAbeta-B cleavage, fluorescence polarization; 0% vehicle, 100% cell-free pure enzyme wells. activation, % at 5.96 µM. 340,000 tested, 0.073% active;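 active = activation above the mean of all tested compounds plus 3 SD, set per screening campaign, cut at about 17% in these data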
# IDE inh: inhibits human insulin-degrading enzyme in HEK cells; P14735; FAbetaB cleavage, fluorescence polarization; inhibition, % at 5.59 µM; 320,000 tested, 0.41% active; AID 434962;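 active = percent inhibition above the average of all tested compounds plus 3 SD, set per screening campaign, cut at about 16% in these data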;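 note: IDE supplied by intact live HEK cells; FP after avidin binding of uncleaved biotin substrate so inhibition keeps polarization high; 0% = DMSO wells and 100% = 60 µM reference IDE inhibitor Ii1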
# VIM-2 inhibitor: blocks Pseudomonas aeruginosa VIM-2 metallo-beta-lactamase. AID 1527. inhibition, % at 5.6 µM. 290,000 tested, 0.89% active. purified VIM-2, nitrocefin hydrolysis, epi-absorbance fluorescence;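 active = inhibition above the mean of all tested compounds plus 3 SD, cutoff set per screening run, cut at about 7.5% in these data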;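 note: red hydrolysis product quenches plate fluorescence so inhibitors raise well fluorescence; 0% = enzyme with DMSO and 100% = DMSO without enzyme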
# NS3 helicase inh: blocks Hepatitis C virus NS3 helicase unwinding; NS3 helicase DNA unwinding, Cy5 molecular beacon fluorescence; inhibition, % at 10.9 µM; 290,000 tested, 0.56% active; AID 1800;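 active = inhibition above the mean of all tested compounds plus 3 SD, set per campaign, cut at about 35% in these data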;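 note: 0% = DMSO wells and 100% = thioflavine S control wells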
#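 Test system: hepatitis C virus NS3 helicase domain fragment enzyme. Also added: annealed dual-labelled DNA beacon duplex, ATP-started. Timing: 60 min unwinding reaction at 25 °C after ATP addition. Technique: Cy5 fluorescence. Measure: % inhibition of unwinding.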
# SUMO HTRF inh: inhibitors of human SUMOylation (UBC9); P63279; HTRF SUMOylation assay, SAE1/SAE2 + UBC9, in vitro; inhibition, % at 35 µM; 290,000 tested, 0.36% active; AID 2006; in the data active = inhibition above about 50%, passing the limit was not always enough; note: strong numbers were not always called active
# Numbers without * were called inactive; / = not tested or not shown; & = joins results of further samples.
# A first look:
SMILES,PfM18AAP inh,IMP-1 inh,pCIP destab,DNA FID counter,IDE cell activ,IDE inh,VIM-2 inhibitor,NS3 helicase inh,SUMO HTRF inh
COc1nc(NCCO)nc(Nc2cc(Cl)ccc2OC)n1,-8,-3.9,-14,-12,5,0,3.2,5,18
CN1C(=O)/C(=C/c2ccc(OCc3ccccc3F)cc2)N(C)C1=S,1,-2.6,-1,-4,-2,-5,-0.3,-9,2
COc1ccc(CN=Nc2cc(C)nc(NS(=O)(=O)c3ccccc3Cl)n2)cc1,14,-2.3,2,-5,/,-1,-4.0,3,21

# The list itself, previewed entries included:
SMILES,PfM18AAP inh,IMP-1 inh,pCIP destab,DNA FID counter,IDE cell activ,IDE inh,VIM-2 inhibitor,NS3 helicase inh,SUMO HTRF inh
COc1nc(NCCO)nc(Nc2cc(Cl)ccc2OC)n1,-8,-3.9,-14,-12,5,0,3.2,5,18
CN1C(=O)/C(=C/c2ccc(OCc3ccccc3F)cc2)N(C)C1=S,1,-2.6,-1,-4,-2,-5,-0.3,-9,2
COc1ccc(CN=Nc2cc(C)nc(NS(=O)(=O)c3ccccc3Cl)n2)cc1,14,-2.3,2,-5,/,-1,-4.0,3,21
CC1(C)CC(=O)C2=C(C1)OC(c1cccs1)C(C#N)=C2N (configuration not stated),2,-1.6,-4,-1,0,2,-0.7,2,16
O=C(O)C1CC(O)CN1C(=S)Nc1ccccc1 (configuration not stated),-1,-2.4,-2,7,5,3,-1.4,-4,17
COc1ccc(NC(=O)NCCCCc2ccccc2)cc1,9,-1.7,-8,-32,1,/,-2.8,13,-5
O=C(CSc1nc2ccc(NC(=O)c3ccccc3C(=O)O)cc2s1)Nc1c(Cl)cccc1Cl,12,-1.8,0,-4,2,2,-1.1,-1,-9
Cc1cc(C)c(C#N)c(SCC(=O)c2ccccc2)n1,0,-1.6,-3,-4,0,2,1.6,-9,10
N#CCSc1nnc(-c2ccccc2O)n1CCc1ccccc1,2,-2.1,-8,-11,-1,5,-3.5,7,1
c1ccc(CN2CCN(c3nc(NCc4ccco4)c4ccccc4n3)CC2)cc1,6,-1.8,2,11,3,-2,-2.0,-17,-3
CCN(CCO)Cc1csc2ccccc12,-4,-3.3,-9,-11,-1,2,-5.5,9,11
O=C(O)Cc1csc(-c2cccc(Oc3ccccc3)c2)n1,-9&-8,-2.2&-1.2,-9,-39&-34,7&-2,8&-3,-1.2&0.1,8&9,24

# Limited to NS3 helicase inh and VIM-2 inhibitor, for 4 of the compounds above:
canonical_smiles	NS3 helicase inh	VIM-2 inhibitor
O=C(CSc1nc2ccc(NC(=O)c3ccccc3C(=O)O)cc2s1)Nc1c(Cl)cccc1Cl	-1	-1.1
Cc1cc(C)c(C#N)c(SCC(=O)c2ccccc2)n1	-9	1.6
N#CCSc1nnc(-c2ccccc2O)n1CCc1ccccc1	7	-3.5
c1ccc(CN2CCN(c3nc(NCc4ccco4)c4ccccc4n3)CC2)cc1	-17	-2.0

# Carrying on:
SMILES,PfM18AAP inh,IMP-1 inh,pCIP destab,DNA FID counter,IDE cell activ,IDE inh,VIM-2 inhibitor,NS3 helicase inh,SUMO HTRF inh
Cc1ccc(C23CC4CC(CC(NC(=O)NC(C)(C)CO)(C4)C2)C3)cc1,-4,-2.7,-7,-21,-3,0,0.1,-6,-21
COc1cc(/C=C2\SC(=S)N(CCC(=O)NC3CCCC3)C2=O)cc(OC)c1OC,2,-1.9,-16,-30,-2,3,-2.4,11,6
COC(=O)C1(C)NC(c2ccccc2C)C2C(=O)N(c3ccccc3)C(=O)C21 (configuration not stated),-5,-3.0,-10,-6,2,-2,-1.2,-2,26
CCOC(=O)c1cc2ccc(OC)cc2oc1=O,0,-1.5,-2,-1,0,-4,-0.8,4,-2
CCCC(c1nnnn1C1CCCCC1)N1CCN(c2ncccn2)CC1 (configuration not stated),1,-1.4,-10,-34,4,1,-3.9,3,36
COC(=O)/C(=C\Nc1ccc(Cl)cc1Cl)NC(=O)c1ccccc1,-14,-0.6,-6,-6,-4,-1,1.7,3,-7
CCOC(=O)C1CCN(S(=O)(=O)c2ccc3c(c2)NC(=O)CS3)CC1,-2,-1.9,-10,-23,7,-2,-0.3,8,-5
Cn1nc(C(=O)Nc2ccc(S(=O)(=O)NCc3ccco3)cc2)c2ccccc2c1=O,4,-2.4,-10,-5,/,-4,-2.8,10,19
O=C(CSc1ccc(Cl)cc1)NC1CCCC1,-6,-4.1,8,6,3,5,-0.1,4,2
O=C(Nc1cc(C(F)(F)F)ccc1N1CCOCC1)c1cccs1,-8,-4.0,-4,-2,1,2,-2.3,20,7
Oc1ccc(N2CCN(CC(O)c3ccccc3)CC2)cc1 (configuration not stated),51*,-3.3,-7,-2,2,0,0.0,-16,-7
NC(=O)NS(=O)(=O)Oc1ccccc1,8,-3.1,8,4,6,2,-2.6,20,1
Cc1cc(C)c2c(=O)n(-c3ccccc3)[nH]c2n1,3,-1.5,5,2,-1,2,-1.1,4,-26
CC1CCc2cc(F)ccc2N1C(=O)CN1C(=O)c2ccccc2C1=O (configuration not stated),-6,-2.2,-9,-19,5,0,-4.7,-10,9
CCOc1ccc(CN(C)CC(=O)Nc2cccc(S(=O)(=O)N(C)c3ccccc3)c2)cc1,1,-4.6,-1,20,7,1,-2.6,-26,-8
CC(C)(C)c1cc(CNC2CS(=O)(=O)C[C@@H]2O)cc(C(C)(C)C)c1O (some centres not stated),-8,7.3*,0,-4,1,-1,-0.5,-10,-10
Cc1ccc(OCC(=O)N/N=C\c2c(C)n(C)c3ccccc23)c([N+](=O)[O-])c1,3,-2.9,-3,-2,3,4,-2.9,-3,-6
O=C(c1ccccc1)c1ccc2c(c1)OCCOCCOCCO2,-9,-3.5,-6,-11,-8,5,-3.1,-2,10
C/C(=N/NC(=O)c1sc(NS(=O)(=O)c2ccc(C)cc2)nc1C)c1sc(N)nc1C,-4,-3.3,-8,-8,8,-9,-3.2,8,28
CCOc1ccccc1/C=N/NC(=O)c1cccc(S(=O)(=O)N2CCOCC2)c1,0,-2.4,-21,-6,6,-1,-4.4,-16,1
COC(=O)c1c(C(=O)OC)c(-c2ccc(F)cc2)n2c1CS(=O)C2 (configuration not stated),-1,-2.0,-18,-7,1,0,-1.4,-7,8
CCOC(=O)c1cc(-c2csc(Nc3ccccc3Cl)n2)on1,-4,-1.3,-8,-13,-1,5,-0.5,-6,-3
COC(=O)c1ccc2c(c1)NC(=O)C(N1CCCCC1)S2 (configuration not stated),4,-2.1,-10,5,-4,3,-0.1,10,13
O=C(Nc1nc2ccccc2n1CCN1CCCCC1)C1CCCCC1,7,-3.4,-2,-3,-3,4,-2.5,3,9
O=C(OCCOc1ccccc1)c1n[nH]c2ccccc12,2,-2.1,0,-10,5,5,-1.8,-7,3
O=C(Cn1ncc2c(=O)oc3ccccc3c21)N1CCC(N2CCCCC2)CC1,-1,-2.6,-9,4,-5,1,-0.3,5,-1
COc1ccc(N2CC(C(=O)Nc3nccs3)CC2=O)cc1 (configuration not stated),1,-2.8,-5,-6,-1,2,-4.0,7,1
Cc1ccc(SCCNC(=S)Nc2ccc(C)c(C)c2)cc1,6,-3.2,-2,-15,-6,-3,-4.8,-11,-17
CCCCN1C(=O)C2NN=C(C(=O)OC)C2C1=O (configuration not stated),3,-5.1,-8,-2,2,1,-2.4,-10,1
Cc1ccc(S(=O)(=O)N2CCCC2CO)cc1 (configuration not stated),3,-0.1,-7,-4,1,-1,0.2,-2,17
O=C(NN1C(=O)C2C3C=CC(O3)C2C1=O)c1cccc(Br)c1 (configuration not stated),-14,0.5,-7,1,-2,5,-0.1,1,2
CC(=O)N1CCc2cc(S(=O)(=O)Nc3cccc(C(F)(F)F)c3)ccc21,2,-6.1,-4,-7,-5,4,-2.4,1,-1

# Compound profiles, from the list above. Order of values: PfM18AAP inh, IMP-1 inh, pCIP destab, DNA FID counter, IDE cell activ, IDE inh, VIM-2 inhibitor, NS3 helicase inh, SUMO HTRF inh
# CC(=O)N1CCc2cc(S(=O)(=O)Nc3cccc(C(F)(F)F)c3)ccc21 is entered as 2, -6.1, -4, -7, -5, 4, -2.4, 1, -1
# CCCCN1C(=O)C2NN=C(C(=O)OC)C2C1=O (configuration not stated) is entered as 3, -5.1, -8, -2, 2, 1, -2.4, -10, 1
# COc1ccc(N2CC(C(=O)Nc3nccs3)CC2=O)cc1 (configuration not stated) is entered as 1, -2.8, -5, -6, -1, 2, -4.0, 7, 1
# Cc1ccc(S(=O)(=O)N2CCCC2CO)cc1 (configuration not stated) is entered as 3, -0.1, -7, -4, 1, -1, 0.2, -2, 17
